# Screening data (PubChem BioAssay)
# SENP1 inh – blocks the human SENP1 SUMO protease catalytic domain; Q9P0U3; recombinant SENP1 catalytic domain, CyPet-SUMO1-YPet FRET cleavage; inhibition, % at 10 µM; actives 0.21% (n = 360,000);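 active means inhibition at least 30% at 10 µM, raw YFP signal under a set limit, fluorescence ratio 0.5 to 1.5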;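 further: 0% = enzyme with DMSO and 100% = no enzyme wells; some results filed as inactive read as strong as hits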
#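 Test system: hSENP1 catalytic domain, recombinant; Amount: 20 pM final SENP1 enzyme; Medium: Tris pH 8 buffer plus EDTA, NaCl, BME, BSA, NP40, catalase; Schedule: 50 min enzyme reaction, room temperature, light-protected; Technique: FRET fluorescence in CFP and YFP emission channels; Controls: no-enzyme wells low, DMSO-plus-enzyme wells high control.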
# hIAP act – human IAP activation; activation factor at 10 µM; purified human IAP, CDP-Star luminescence, 30 min; active compounds read high; 1 = vehicle-only enzyme, 0 = enzyme-free background; actives 0.16% (n = 330,000);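 active means activation factor of the enzyme at least 2-fold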; further: the source names both 10 and 20 µM as test concentration; values of inactives mirror those of a sister screen read the other way
# Target sequence (P09923 whole entry, looked up): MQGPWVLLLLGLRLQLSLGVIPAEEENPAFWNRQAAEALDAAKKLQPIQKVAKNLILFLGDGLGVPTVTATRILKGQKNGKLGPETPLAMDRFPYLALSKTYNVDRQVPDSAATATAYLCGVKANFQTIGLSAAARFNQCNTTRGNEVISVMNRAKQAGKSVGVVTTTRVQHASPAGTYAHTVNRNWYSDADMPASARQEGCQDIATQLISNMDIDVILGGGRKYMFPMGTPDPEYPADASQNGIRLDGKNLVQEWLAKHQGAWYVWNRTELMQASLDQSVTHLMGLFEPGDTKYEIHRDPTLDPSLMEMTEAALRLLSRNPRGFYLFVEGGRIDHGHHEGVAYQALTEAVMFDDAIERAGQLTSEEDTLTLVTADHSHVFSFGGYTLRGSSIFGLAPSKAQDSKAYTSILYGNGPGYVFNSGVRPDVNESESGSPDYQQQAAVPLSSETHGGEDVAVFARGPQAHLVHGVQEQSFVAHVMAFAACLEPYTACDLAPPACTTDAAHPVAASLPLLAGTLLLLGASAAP
# GRIN3A LBD mod – NR3A (human) ligand-binding domain modulation | NR3A LBD differential scanning fluorimetry, Tm shift; 0% = protein alone, 100% = glycine-bound protein | Tm shift relative to glycine control, % at 25 µM | actives 2.5% (n = 340,000);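 active means melting temperature shift of at least 10% of the positive control shift, at one fixed dose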
# ATG4B inhibitor – ATG4B (human) cysteine protease inhibition. Q9Y4P1. ATG4B cleavage of LC3-PLA2, NBD-HPC fluorescence, 1 h. inhibition, % at 8.33 µM. actives 0.51% (n = 340,000). AID 504462; in the data active means inhibition above about 40%
# MPTP block – blocks calcium-induced mitochondrial swelling; isolated mouse mitochondria, Ca2+ swelling absorbance, 30 min; inhibition, % at 10 µM; actives 1.4% (n = 360,000); AID 602449;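 active means inhibition of 50% or more, scaled per plate between neutral and stimulator controls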;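 further: 0% = DMSO wells given calcium and 100% = 1 mM EGTA wells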
# SENP8 inh – inhibitors of human SENP8 protease. Q96LD8. recombinant SENP8, Nedd8 substrate fluorescence. inhibition, % at 20 µM. actives 0.64% (n = 360,000). AID 602440; in the data active means inhibition mostly above about 40%, no sharp cut-off; inactive means mostly below about 27%
# SENP6 inh – blocks the human protease SENP6; Q9GZR1; Recombinant SENP6 catalytic domain, aminoluciferin luminescence; inhibition, % at 10 µM; actives 1.8% (n = 330,000); AID 2599;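 active means inhibition above about 50% at the single tested dose, limit read from the data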;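 further: plate controls were DMSO wells with enzyme for no effect and DMSO wells lacking enzyme for full effect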
# Target sequence (Q9GZR1 628-1112 limits assumed): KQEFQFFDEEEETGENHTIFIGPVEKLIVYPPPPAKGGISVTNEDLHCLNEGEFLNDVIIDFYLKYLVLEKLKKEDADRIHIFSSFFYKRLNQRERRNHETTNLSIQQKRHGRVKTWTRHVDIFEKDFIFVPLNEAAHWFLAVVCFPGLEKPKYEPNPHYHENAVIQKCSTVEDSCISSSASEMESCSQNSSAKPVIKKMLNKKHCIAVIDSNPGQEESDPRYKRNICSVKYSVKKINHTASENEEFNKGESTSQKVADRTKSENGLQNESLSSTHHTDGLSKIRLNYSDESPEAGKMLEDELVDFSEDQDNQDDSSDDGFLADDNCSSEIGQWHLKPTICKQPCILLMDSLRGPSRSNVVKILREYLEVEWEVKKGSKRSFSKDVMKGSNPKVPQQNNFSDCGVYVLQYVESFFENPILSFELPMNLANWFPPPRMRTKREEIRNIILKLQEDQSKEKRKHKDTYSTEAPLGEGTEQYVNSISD
# PfG6PD inh – PfG6PD (Plasmodium falciparum) enzyme inhibition | inhibition, % at 20 µM | actives 0.78% (n = 350,000) | AID 504690 | PfGluPho enzyme, NADPH resazurin-diaphorase fluorescence;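 active means inhibition reaching at least a set limit at 20 µM in the primary screen, cut at about 59% in these data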;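 further: 0% = DMSO wells with substrate and 100% = DMSO wells lacking glucose-6-phosphate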
# * marks the source's active call; other numbers are inactive results; i = inactive; x = not tested or not shown; & = joins results of further samples.
SMILES,SENP1 inh,hIAP act,GRIN3A LBD mod,ATG4B inhibitor,MPTP block,SENP8 inh,SENP6 inh,PfG6PD inh
O=C(O)/C(=C\c1ccc(C(F)(F)F)cc1)c1ccc(S(=O)(=O)N2CCCC2)s1,0,0.99,0,-3,0.6,-20,6,-27
CN(C(=O)CSc1nnc(Cc2cccs2)n1C1CC1)C1CCS(=O)(=O)C1 (stereo not drawn),-1,1.1,-1,0,0.4,0,-8,-6
CN1CCN(C(=O)C2CCN(S(=O)(=O)c3ccc4c(c3)oc(=O)n4C)CC2)CC1,1,1.1,-2,-2,-0.4,6,-3,-13
S=c1[nH]ncc2ccccc12,0,0.97,2,16,-0.6,13,-3,-2
C#CCN1C=C(C(=O)OCC)C(C)N(Cc2ccccc2I)S1(=O)=O (stereo not drawn),1,x,2,7,-2.2,10,x,32
CCc1ccc(OCc2nnc(SCC(=O)Nc3cccc(C(=O)N4CCOCC4)c3)o2)cc1,0,1.1,2,-8,1.6,3,14,-6
CCCN1CCC(NC(=O)Cc2ccc(C)cc2)CC1,-2,1.1,0,0,-0.7,13,-3,-10
O=C(NCCC(=O)N1CCN(S(=O)(=O)c2ccc(F)cc2)CC1)Nc1ccccc1,4,0.9,-4,0,-1.4,4,-5,-8
CC(=O)Nc1ccc(S(=O)(=O)NNC(=O)c2cc3c4ccccc4n(C)c3s2)cc1,-26,1.1,-3,-25,1.0,-248,11,14
CCSc1cc(N2CCOCC2)nc(-c2ccc(Cl)cc2)n1,2,1,-19,2,2.4,-30,-4,2
O=C(C[C@H]1C/C=C\C[C@H](NC(=O)OCC2c3ccccc3-c3ccccc32)C(=O)OC[C@H]2CCCN2C1=O)NCCO,0,0.96,1,-4,0.4,-13,2,9
Cc1ccc(N=C2N=C(N)c3ccccc32)cc1C,-2,1.1,-4,13,3.5,19,10,27
COc1cc(NS(=O)(=O)c2ccc(Nc3nc(-c4ccccn4)cs3)cc2)nc(OC)n1,2,1.4,-6,-5,1.8,-85,8,-26
Cc1ccc(S(=O)(=O)Oc2cc(N)c3c(n2)CCC3)cc1,1,1,0,6,0.3,4,-7,0
CC(=O)c1ccc(-c2ccc(C(=O)N(C)Cc3nc4ccccc4c(=O)[nH]3)o2)cc1,-2,1,1,-5,1.3,i,3,18
COc1ccc(N2C(=O)C3CCCN3C2c2ccc(C)o2)cc1Cl (stereo not drawn),-3,0.91,-4,2,-1.9,16,-17,-7
COc1ccc(C(C(=O)NC2CCCC2)N(C(=O)c2ccoc2C)c2cc(C)cc(C)c2)cc1 (stereo not drawn),2,1.2,-19,-2,-1.1,18,4,-11
CCCNC(=O)Cn1c(=O)/c(=C/c2ccc(-c3cccc([N+](=O)[O-])c3)o2)s/c1=C\C(=O)C(C)(C)C,-30,x,-1,-2,1.5,-22,x,20
CS(=O)(=O)N1CCN(C(=O)c2ccc(F)cc2)CC1,0,1,-17,-2,0.0,18,6,-18
CCOC(=O)N1CCN(C(=O)C2CCN(S(=O)(=O)c3cc(OC)ccc3OC)CC2)CC1,2,1,-1,7,-1.3,5,3,8
CC1CCCCC1NC(=O)CSc1nnc(CN2CCOCC2)n1C (stereo not drawn),1,0.96,-1,0,4.0,19,17,-7
CC(C)C(NC(=O)c1c(F)cccc1F)C(=O)NNC(=O)c1ccccc1 (stereo not drawn),0,0.86,3,0,0.0,7,2,2
O=C(c1cc(-c2ccccc2Cl)nc2ccccc12)N1CCC1,1,0.97,-2,1,-0.5,5,-7,-16
CC1CCCN(C(=O)CSc2nnc(-c3c[nH]c4ccccc34)o2)C1 (stereo not drawn),1,1.5,-2,1,1.9,-2,5,-3
CCCCN(C)CCNC(=O)C(=O)c1c(C)[nH]c2ccccc12,0,0.94,1,-3,1.3,14,2,-7
COC(=O)c1ccc2c(c1)NC1=C(C(=O)CC(C)(C)C1)C(c1ccncc1)N2 (stereo not drawn),-1,0.93,-9,-2,0.5,-24,15,-2
CSc1ccc(/C=C/c2cc(=O)c3ccccc3[nH]2)cc1,-76,1,-10,-14,18,-429,3,10
CCCCC(CC)CNC(=O)C1CCCN(S(=O)(=O)c2cnc[nH]2)C1 (stereo not drawn),1,0.96,-3,-4,-0.1,5,-1,9
O=C(CCC(=O)Nc1cccnc1)Nc1cccnc1,-2,0.98,-1,-11,2.3,8,-16,-5
FC(F)(F)c1cccc(OCCN2CCN(Cc3ccccc3)CC2)c1,3,0.99,1,5,0.4,10,-12,-5
O=C1c2ccccc2C(=O)N1CCCc1nc(-c2cccnc2)no1,-2,1,-2,-8,-1.2,12,-18,0
CN1C(=O)/C(=C/c2ccccc2OCc2ccccc2F)NC1=S,-53,1.2,-2,-3,-3.0,19,-4,1
COC(=O)c1nnn(-c2nonc2N)c1COc1ccc(C=O)cc1OC,2,0.94,1,-1,0.3,4,1,5
CCCN1Cc2cccc(C(=O)N3CCN(c4ccc(F)cc4)CC3)c2C1=O,-1,0.97,-1,-10,-0.8,10,-25,4
CCN(CC)P(=O)(Nc1ccc(SC(F)F)cc1)c1ccc(N(C)C)cc1NC(=O)c1ccco1 (stereo not drawn),-2,0.93,-1,-8,0.0,13,-25,8
CC(C)(C)c1ccc(OCC(=O)OCCNC(=O)c2cccnc2)cc1,0,1.1,1,-15,-4.4,25,-9,10
CC(C)n1nc(C(=O)NNC(=O)c2ccc(OC(F)F)cc2)c2ccccc2c1=O,3,1.3,0,-4,-0.6,9,3,-2
C[N+](C)(C)CC/C=C1/c2ccccc2CSc2ccccc21,0,1.8,0,-1,-2.5,24,-6,16
CCOc1ccc(S(=O)(=O)N(CCO)CCO)cc1-c1nc2c(C(C)(C)C)nn(C)c2c(=O)[nH]1,0,0.9,1,-3,-5.0,18,-13,-2
COC(=O)c1cc(NC(=O)CSc2nncn2C)cc(C(=O)OC)c1,2,1,11*,-2,-1.7,12,10,12

# Limited to PfG6PD inh, MPTP block and SENP6 inh, for some of the entries so far:
structure	PfG6PD inh	MPTP block	SENP6 inh
COc1ccc(N2C(=O)C3CCCN3C2c2ccc(C)o2)cc1Cl (stereo not drawn)	-7	-1.9	-17
COc1ccc(C(C(=O)NC2CCCC2)N(C(=O)c2ccoc2C)c2cc(C)cc(C)c2)cc1 (stereo not drawn)	-11	-1.1	4
CCCNC(=O)Cn1c(=O)/c(=C/c2ccc(-c3cccc([N+](=O)[O-])c3)o2)s/c1=C\C(=O)C(C)(C)C	20	1.5	x
CS(=O)(=O)N1CCN(C(=O)c2ccc(F)cc2)CC1	-18	0.0	6
CCOC(=O)N1CCN(C(=O)C2CCN(S(=O)(=O)c3cc(OC)ccc3OC)CC2)CC1	8	-1.3	3

# Next section.
SMILES,SENP1 inh,hIAP act,GRIN3A LBD mod,ATG4B inhibitor,MPTP block,SENP8 inh,SENP6 inh,PfG6PD inh
Fc1cccc(-c2ncc(-c3ccccc3)o2)c1,3,x,-1,-12,0.3,-471,x,11
O=C(NC(Cc1ccc2c(c1)OCO2)C(=O)NC(Cc1ccccc1)C(=O)O)c1ccccc1 (stereo not drawn),1,0.94,4,11,1.5,15,-4,4
Cc1c(C)n2c(SCC(=O)NC3CCCC3)nnc2[nH]c1=O,2,0.96,0,-3,-1.2,2,-13,22
COc1ccc(CCNC(=O)N2CCOCC2)cc1,2,1.2,0,-11,-1.4,8,1,-26
Cc1[nH]c(C)c(S(=O)(=O)NCC(C)c2ccccc2)c1C(=O)N1CCCCC1 (stereo not drawn),2,1.3,-1,4,0.1,-2,-11,-11
O=S(=O)(c1cnc[nH]1)N1CCN(c2ccc(Cl)cc2)CC1,-11,0.98,-1,-13,-1.5,6,-8,0
COCOCCn1cc(CN2CCS(=O)(=O)N(Cc3ccc(-c4ccc(F)nc4)cc3)C(CC(C)C)C2=O)nn1 (stereo not drawn),-3,x,x,x,-0.7,-15,x,17
COc1cccc(C=Nc2ccc(C)c(F)c2)c1O,5,0.99,13*,9,-2.9,13,-34,7
COc1cc(NC(=O)c2nccn2C)cc(C(=O)Nc2cccc(C(F)(F)F)c2)c1,1&-3,0.95,2,-1,-0.7&3.0,8&1,-19,5&-6
COc1cccc(-c2cc3nc(-c4ccccc4)cc(=O)n3[nH]2)c1,-6,1,-1,-3,1.1,-328,87*,-22
O=C(O)c1ccc(Cl)c(NC(=O)C2CCN(S(=O)(=O)c3ccc4c(c3)OCCO4)CC2)c1,1,x,x,x,-0.8,22,x,-4
CC[C@]12c3[nH]c4ccccc4c3CCN1C(=O)C(CC(=O)NC(C)(C)C)C[C@@H]2C(=O)N1CCN(C(=O)C2CC2)CC1 (stereo partly drawn),2,1,0,-4,0.2,2,-28,-1
COCc1ccc(C(=O)NC2CCCc3c2cnn3-c2ccc(C)c(C)c2)o1 (stereo not drawn),0,0.9,-1,-6,1.3,6,1,7
COc1ccc(C)cc1NC(=O)COC(=O)C1CC1,3,0.95,0,-9,1.4,2,-5,13
CCc1cc(-c2n[nH]c(C)c2Oc2ccc(C(C)C)cc2)c(O)cc1O,0,1.7,32*,-1,32,-13,7,5
C=CCOc1ccccc1CN1CCCCCC1,1,1.1,1,-1,-1.5,14,-25,6
CCOc1ncccc1C(=O)OCC(=O)NCCc1ccccc1,2,1.2,1,1,-1.8,24,-39,-20
CC(=O)Nc1ccc(S(=O)(=O)Nc2nc(C)nc3sc4c(c23)CCC4)cc1,-2,0.95,-1,7,2.7,-108,12,-29
Cc1nn(-c2ccccc2)c(C)c1/C=C/C(=O)OCC(=O)Nc1ccc(C(N)=O)cc1,-3,1.1,-1,-4,0.7,-8,-11,-3
O=c1[nH]c(C2CCN(S(=O)(=O)c3ccccc3C(F)(F)F)CC2)nc2c1nnn2Cc1ccccc1,-6,1,7,-11,1.3,4,-22,-3

# Arranged by length of the SMILES (ascending): part of the list above
SMILES,SENP1 inh,hIAP act,GRIN3A LBD mod,ATG4B inhibitor,MPTP block,SENP8 inh,SENP6 inh,PfG6PD inh
C=CCOc1ccccc1CN1CCCCCC1,1,1.1,1,-1,-1.5,14,-25,6
CCOc1ncccc1C(=O)OCC(=O)NCCc1ccccc1,2,1.2,1,1,-1.8,24,-39,-20
O=C(O)c1ccc(Cl)c(NC(=O)C2CCN(S(=O)(=O)c3ccc4c(c3)OCCO4)CC2)c1,1,x,x,x,-0.8,22,x,-4

# Next section.
SMILES,SENP1 inh,hIAP act,GRIN3A LBD mod,ATG4B inhibitor,MPTP block,SENP8 inh,SENP6 inh,PfG6PD inh
O=C(NCc1ccccc1)c1ccc(Br)o1,1,0.95,-2,8,0.4,11,-12,5
C=CCn1c(SCCCCCC)nc(O)cc1=O,3,0.99,-14,2,-0.4,2,4,-24
O=C(Nc1ccn(Cc2ccc(Cl)cc2)n1)c1ccc2c(c1)OCO2,2,0.89,2,9,-4.5,0,-14,14
CCOc1ccc(N(CC(=O)Nc2ccccc2Cl)S(C)(=O)=O)cc1,1,1,0,7,1.2,17,7,-6
COc1ccc(NC(=O)c2cc(C(C)C)on2)cc1OC,2,1.1,1,0,-0.6,11,27,-4
COc1ccc(N2CC(C(=O)Nc3nnc(SCC(=O)c4ccccc4)s3)CC2=O)cc1 (stereo not drawn),-1,0.99,-12,-8,-4.1,24,-23,-18
CCN(CC)S(=O)(=O)c1cccc(NC(=S)NC(=O)/C=C/c2ccc(S(=O)(=O)N3CCOCC3)cc2)c1,2,0.98,-1,5,0.9,6,1,-1
CCC(=O)Nc1nc2ccccc2n1CCN(CC)CC,3,1.2,0,0,-1.3,18,-2,-5
COc1ccc(OC)c(NS(=O)(=O)c2cc3c4c(c2)CCN4C(=O)CC3)c1,0,1.1,0,6,-1.0,4,-9,-14
Cc1cc(Br)ccc1SCC(=O)OCC(=O)NC1CC1,2,1.2,5,-3,0.9,11,-13,8
O=C(O)c1ccccc1-c1ccccc1C(=O)NCCc1ccccc1,0,1.1,-1,-1,0.4,16,-21,-35
COc1cc2ccc(C(=O)O)cc2cc1OC,0,x,x,x,-1.2,12,x,-16
COc1ccc2c(c1)[nH]c1c(=O)n(/N=C/C3C(C)C=C(C)CC3C)c(=O)[nH]c12 (stereo not drawn),1,0.96,2,0,2.9,-197,-1,-12
